# LEDGF integ inh: blockers of LEDGF/p75-dependent integrase strand transfer – biochemical, TR-FRET, high throughput, primary screen | inhibition, % at 3.7 µM | HIV-1 integrase (with human LEDGF/p75) | 370,000 tested, 0.64% active | TR-FRET IN-LEDGF/p75 DNA integration, Eu/Cy5;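 active means inhibition above the screen-wide mean plus 3 SD, cut at about 13% in these data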;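 further: signal is the Cy5 over europium emission ratio at 671 and 618 nm; 0% = plate median of compound wells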
# rCAG RNA binder: binders of r(CAG) RNA repeats, primary screen, biochemical, fluorescence. r(CAG) RNA repeat, TO-PRO-1 dye displacement fluorescence. inhibition, % at 3 µM. 370,000 tested, 1.3% active. AID 651821, 2012;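 active means inhibition above the plate cutoff, the mean of all test compounds on that plate plus 3 SD, cut at about 35% in these data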;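 further: 0% = DMSO alone and 100% = 100 µM mitoxantrone as full dye displacement; higher means more dye released from RNA so lower well fluorescence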
# mABHD4 FP: ABHD4 inhibitors, primary screen, biochemical, fluorescence polarization, mouse | (Lyso)-N-acylphosphatidylethanolamine lipase (Mus musculus), Q8VD66 | purified mABHD4, FP-Rh probe fluorescence polarization | inhibition, % at 8.92 µM | 370,000 tested, 0.54% active | AID 720543, 2013;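 active means inhibition exceeding the mean over every tested compound plus 3 SD, cut at about 30% in these data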;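 further: 0% = plate median of compound wells and 100% = S159A mutant with DMSO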
#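 System: mouse ABHD4 enzyme, wild type / Medium: HEPES pH 7.0, NaCl, Pluronic buffer / Reagent: FP-Rh activity-based fluorescent probe / Control set: S159A mutant high control, sample median low control / Detection: fluorescence polarization with parallel and perpendicular emission, 525/598 nm / Schedule: 45 min + 60 min at 25 °C / Compound dosing: 8.92 µM, single dose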
# PRMT1 inh: PRMT1 methyltransferase inhibitors, primary screen, biochemical, fluorescence polarization | Protein arginine N-methyltransferase 1 (Homo sapiens), Q99873 | recombinant PRMT1, activity-based probe fluorescence polarization | inhibition, % at 2.79 µM | 370,000 tested, 1.3% active | AID 652257, 2013;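 active means inhibition above about 21% made by adding two undisclosed values, limit read from the data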
# HTRA1 inhibitor: HTRA1 serine protease inhibitors, primary screen, biochemical, fluorescence polarization, HTS. recombinant HTRA1, FP-rhodamine activity-based probe. inhibition, % at 5.96 µM. 340,000 tested, 0.5% active. AID 504803, 2011; in the data active means inhibition above about 36%;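 further: 0% = enzyme with DMSO and 100% = wells lacking enzyme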
# Target sequence (Q92743 whole entry, looked up): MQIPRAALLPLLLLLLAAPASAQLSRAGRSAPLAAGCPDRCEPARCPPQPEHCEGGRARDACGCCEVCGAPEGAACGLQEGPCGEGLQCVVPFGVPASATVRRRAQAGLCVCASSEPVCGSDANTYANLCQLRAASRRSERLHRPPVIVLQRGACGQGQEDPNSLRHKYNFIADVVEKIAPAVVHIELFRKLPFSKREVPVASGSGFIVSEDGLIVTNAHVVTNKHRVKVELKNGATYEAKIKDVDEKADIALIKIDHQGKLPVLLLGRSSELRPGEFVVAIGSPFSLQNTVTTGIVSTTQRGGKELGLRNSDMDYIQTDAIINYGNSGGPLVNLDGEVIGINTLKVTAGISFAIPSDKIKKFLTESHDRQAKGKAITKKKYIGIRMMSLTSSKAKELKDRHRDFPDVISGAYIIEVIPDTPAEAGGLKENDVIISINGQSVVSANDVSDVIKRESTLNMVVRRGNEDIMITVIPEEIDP
# PG9 binder: binders of HIV-1 gp120 antibody PG9, primary screen, biochemical, TR-FRET; TR-FRET gp120-PG9 antibody binding; inhibition, % at 6.7 µM; 360,000 tested, 0.43% active; in the data active means inhibition above about 8.5%
# TCR-CD3 inh: inhibitors of human TCR-CD3 interaction, primary screen, biochemical, fluorescence, TAMRA-labeled TCR probe; inhibition, % at 9.4 µM; 360,000 tested, 0.37% active; in the data active means inhibition above about 19%;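 further: recombinant mutant TCR 2C K166C tagged with TAMRA read by polarization; 0% = receptor in buffer alone and 100% = receptor with positive control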
# NR1D1 modulator: modulators of Rev-erb alpha DNA binding, primary screen, biochemical, FITC-DNA, fluorescence polarization, uHTS; AID 1259318, 2017; Rev-erbα–FITC-DNA binding, 90 min; 370,000 tested, 0.79% active; activity, % at 10 µM;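 active means activity above about 14%, limit read from the data; passing the limit was not always enough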;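 further: 0% = DMSO wells with 35 nM protein and 100% = DMSO wells with 750 nM protein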
# Target sequence (P20393 whole entry, looked up): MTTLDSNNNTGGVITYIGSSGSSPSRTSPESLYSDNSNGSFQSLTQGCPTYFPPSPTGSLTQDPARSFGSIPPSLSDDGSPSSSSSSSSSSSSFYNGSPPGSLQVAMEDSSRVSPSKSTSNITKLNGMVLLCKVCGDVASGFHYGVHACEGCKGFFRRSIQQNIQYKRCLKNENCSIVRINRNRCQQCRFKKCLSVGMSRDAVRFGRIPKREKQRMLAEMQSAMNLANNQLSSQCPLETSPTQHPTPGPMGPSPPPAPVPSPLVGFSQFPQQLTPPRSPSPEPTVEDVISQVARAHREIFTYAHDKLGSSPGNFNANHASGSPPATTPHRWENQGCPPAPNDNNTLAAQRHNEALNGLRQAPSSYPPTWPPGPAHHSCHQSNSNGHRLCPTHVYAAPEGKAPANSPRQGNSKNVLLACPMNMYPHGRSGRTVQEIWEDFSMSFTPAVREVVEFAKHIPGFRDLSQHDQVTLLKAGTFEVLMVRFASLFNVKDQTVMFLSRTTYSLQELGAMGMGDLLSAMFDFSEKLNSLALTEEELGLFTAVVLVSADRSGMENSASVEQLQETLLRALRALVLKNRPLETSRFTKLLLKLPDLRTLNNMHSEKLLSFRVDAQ
# SIAE primary: human SIAE inhibitors, primary screen, biochemical, fluorescence polarization, FP-Rh probe, 1536-well HTS. Sialate O-acetylesterase (Homo sapiens), Q9HAT2. SIAE FP-Rh probe binding. inhibition, % at 9.66 µM. 370,000 tested, 0.69% active. AID 1053197, 2014;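 active means inhibition above a cutoff: mean of compounds within the control limits plus 3 SD of those, cut at about 17% in these data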;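 further: 0% = plate median of compound wells and 100% = probe without SIAE protein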
# TDP2 absorb: human TDP2 enzyme inhibitors, primary screen, biochemical, epi absorbance, recombinant enzyme | Tyrosyl-DNA phosphodiesterase 2 (Homo sapiens), O95551 | T5PNP hydrolysis, p-nitrophenol absorbance 415 nm | inhibition, % at 12.8 µM | 370,000 tested, 0.34% active | AID 720702, 2013;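 active means inhibition above the mean of all tested compounds plus 3 SD, set per campaign, cut at about 25% in these data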;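 further: 0% = DMSO with enzyme and 100% = buffer with substrate but no TDP2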
#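 Test system: Human TDP2 enzyme | Reagent: 5 mM T5PNP | Compound dosing: 12.8 µM single point, 1% DMSO | Incubation: Enzyme reaction with compound for 2 h at 37 °C | Technique: p-Nitrophenol epi absorbance | Read-out: % inhibition relative to enzyme-containing and enzyme-free wells | Benchmarks: High control without enzyme, low control DMSO plus TDP2 | Replicates: Singlicate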
# * marks the source's active call; other numbers are inactive results; · = not tested or not shown; & = joins results of further samples. These rows are one share of the data (hit frequency here may not be typical).
SMILES,LEDGF integ inh,rCAG RNA binder,mABHD4 FP,PRMT1 inh,HTRA1 inhibitor,PG9 binder,TCR-CD3 inh,NR1D1 modulator,SIAE primary,TDP2 absorb
COc1nc(OC)nc(N2CCC(C(=O)NCc3ccccc3OC)CC2)n1,3,2,0,-6,·,·,·,5,8,-11
Cc1cc2cc(CCNC(=O)c3ccc(S(=O)(=O)N4CCCC4)cc3)c(=O)[nH]c2cc1C,0,0,9,4,-7,-1.1,-2,0,-4,10
CN(CC(=O)NC1CCCCCCC1)S(=O)(=O)c1cccc2cccnc12,4,1,-4,-4,-8,-0.8,-3,-2,-3,-6
Nc1nnc(SCC(=O)N2CCN(c3ccccc3)CC2)n1-c1ccccc1,1,-5,1,5,12,-0.2,-1,-3,0,-3
CCOC(=O)C1=C(COC(=O)c2c(OC)cccc2OC)NC(=O)NC1C (configuration not stated),0,-13,4,4,1,-1.2,-6,1,0,-7
O=C(C1CCN(S(=O)(=O)c2ccccc2F)CC1)N1CCc2ccccc2C1,1,-6,4,-1,3,0.1,5,4,-1,-6
Cn1c(C(=O)O)cc2cc(Oc3ccccc3)ccc21,-1,7,-5,1,-2,2.1,2,2,2,0
O=C(NC1CCCCC1)C1CCCN1S(=O)(=O)c1ccc(Cl)cc1 (configuration not stated),-3,1,9,5,2,1.6,-4,1,0,6
Cc1ccc(C2C(C(=O)c3sc(C)nc3C)=C(O)C(=O)N2CCN2CCOCC2)o1 (configuration not stated),-2,7,7,6,1,0.8,-5,2,0,5
CC(=O)Nc1ccc(NC(=O)CSc2ccc3nnc(-c4ccccn4)n3n2)cc1,6,2,0,-2,4,-1.9,2,-5,1,3
CCC(C)NC(=O)CC(C)C (configuration not stated),-5,1,11,2,2,0.4,1,1,-3,-11
Cc1cc(C)cc(Nc2cc(C)nc3ncnn23)c1,-5,0,-1,2,5,-0.5,0,-7,0,11
O=C(NC1CCCCC1)C(c1ccccc1)N(Cc1ccc2c(c1)OCO2)C(=O)c1cnsn1 (configuration not stated),2,-1,0,1,-8,1.6,-10,2,2,-1
COCCn1c(-c2ccc(Cl)cc2)nc2c(c(=O)c3ccccc3n2C)c1=O,-3,-1,1,5,·,0.1,-3,3,2,-4
CN1C(=O)C(Cc2cnc[nH]2)NC1=S (configuration not stated),-8,2,10,5,-2,-0.6,-10,2,-2,-12
O=C(Cc1cnc2ncnn2c1)N1CCc2c([nH]c3ccccc23)C1c1ccccc1F (configuration not stated),-3,5,-14,10,-3,1.8,-5,-7,-4,-9
COc1ccccc1-n1c(-c2ccccc2)c[n+]2c1CCc1ccccc1-2,4&6,2&2,7&8,-1&3,-1&0,-1.5&1.3,5&-5,-3&1,1&-1,9&1
COC(=O)[C@]12C[C@H](CC(=O)NCc3cccc4ccccc34)C(=O)N(Cc3ccc(Cl)cc3Cl)C1=C[C@H](C(C)C)O[C@@H]2C1CC1,-4,6,-2,6,·,·,·,2,-2,1
CCCCN1CC(COCc2ccccc2)Oc2cccc(F)c2S1(=O)=O (configuration not stated),3,1,-11,-3,-5,-1.8,-2,12,-2,-1
O=C(CCCN1C(=O)/C(=C/c2ccccc2Cl)SC1=S)NNC(=O)c1ccc(Cl)cc1Cl,-1,0,-6,5,3,1.6,0,3,-6,-10
Cc1cc(C)c(S(N)(=O)=O)c(C)c1-n1cnnn1,2,2,2,-2,-7,4.6,1,-3,-1,2
CCSc1nnc(NC(=O)CCCOc2ccc(C)cc2)s1,0,-4,-2,-5,-18,21*,9,16,-5,-7
C=CCc1cccc(/C=N/NC(=O)CCC(=O)Nc2ccc(F)cc2)c1O,5,2,-16,-2,-12,-0.2,15,-2,-14,-9
O=P(CCCO)(Cc1ccccc1)Cc1ccccc1,4,-1,-5,0,4,-3.2,-6,-3,3,-8
O=C1CCC(=O)N1OCCOc1ccc2c(c1)CCC2,0,-3,2,2,4,0.4,-2,-13,-4,7
CS(=O)(=O)N(CC(=O)N1CCN(c2ccc(F)cc2)CC1)C1CCCCC1,-2,-6,-2,-1,4,-0.7,1,-2,5,1
O=[N+]([O-])c1ccc(S(=O)Cc2ccccc2)c([N+](=O)[O-])c1 (configuration not stated),-4,4,7,38*,2,2.2,6,6,2,6
Cc1c(Cl)c(C(=O)NNC(=S)Nc2ccc(F)cc2)nn1C,2,1,3,-2,0,-4.0,2,-4,6,0
CC(C)N1C(=O)CCC1C(=O)NC1CCCC1 (configuration not stated),3,-3,-1,0,-2,1.0,4,5,-1,13
CCOC(=O)C1(C)C(C(=O)OC)=C(c2ccc(OC)cc2)c2ccccc2N1C(=O)OC (configuration not stated),-4,1,-6,7,2,0.2,-4,12,0,-6
CCOC(=O)C1=C(COC(=O)COc2ccccc2C=O)NC(=O)NC1C (configuration not stated),1,7,-15,1,-5,1.2,2,2,-7,-3
COc1cccc(C(C(=O)NC2CCCCC2)N(C(=O)c2ccco2)c2ccccc2OC)c1 (configuration not stated),-1,-1,8,-2,9,1.9,2,-1,5,-9
CC(=O)Cn1c(C(F)(F)F)nc2ccccc21,-1,1,-1,-1,0,0.9,4,-2,5,-1
C=C(C)C1CCC(C)=C1CC(C)(C)/C=N\n1cnnc1 (configuration not stated),-3,-6,-9,1,0,-2.3,-3,2,0,8
O=S1(=O)CCOCCCN1Cc1ccccc1Br,2,0,-2,-2,-5,-1.3,-2,1,0,2
COc1cc(C(=O)Nc2nccs2)cc(OC)c1OC,1,2,-8,-2,2,-1.5,-7,7,-3,-23

# Printed as active in PG9 binder, among the entries above:
compound | LEDGF integ inh | mABHD4 FP | PRMT1 inh | HTRA1 inhibitor | PG9 binder | TCR-CD3 inh | NR1D1 modulator | SIAE primary | TDP2 absorb
CCSc1nnc(NC(=O)CCCOc2ccc(C)cc2)s1 | 0 | -2 | -5 | -18 | 21* | 9 | 16 | -5 | -7

# More results:
SMILES,LEDGF integ inh,rCAG RNA binder,mABHD4 FP,PRMT1 inh,HTRA1 inhibitor,PG9 binder,TCR-CD3 inh,NR1D1 modulator,SIAE primary,TDP2 absorb
Nc1ccn(-c2ccccc2)c(=O)c1,-2,3,8,-2,6,1.8,9,2,5,-3
CN(C)C(=O)c1ccc(NC(=O)CSc2nnc(-c3cccs3)n2N)cc1,0,2,-1,-3,-4,0.0,-2,-2,-2,5
Cc1nn(CC(=O)OCC(=O)Nc2c(C(C)C)cccc2C(C)C)c(C)c1[N+](=O)[O-],0,-7,3,-2,-3,-0.2,4,0,3,11
COC(=O)[C@]12C[C@H](CC(=O)NCc3cccc(C(F)(F)F)c3)C(=O)N(Cc3ccc(Cl)cc3Cl)C1=C[C@H](C(C)(C)C)O[C@@H]2C,-4,3,-6,-1,·,·,·,4,-1,0
c1ccc(CCc2cccnc2)cc1,0,1,1,2,3,-0.3,-2,13,3,6
COc1ccccc1/C=C1\Cc2ccccc2C1=O,5,-1,-6,-3,-26,-0.8,-1,3,-4,6
CC1CCC2(CC1)NC(=O)N(CC(=O)NCCc1c[nH]c3ccccc13)C2=O (configuration not stated),-3,1,-1,-2,1,1.1,-8,-4,8,0
COc1ccc(N(C(=O)c2cccnc2)S(=O)(=O)c2ccc(Cl)cc2)cc1,1,-3,-6,2,-2,-0.9,-6,4,1,-3
CN(C)c1ccc(N2C(=NC(=O)c3ccccc3)SC3CS(=O)(=O)CC32)cc1 (configuration not stated),3,3,6,0,4,1.0,6,-2,3,1
COC(=O)c1c(C)oc(C)c1S(=O)(=O)NCc1ccc(OC)cc1,-1,-6,-2,3,2,-1.1,-5,-5,-1,-1
O=C(N/N=C/c1c[nH]c2ccccc12)c1ccc(Cl)cc1,5,4,7,-2,2,-0.6,8,6,7,-7
COc1ccc(CCn2c(C3CCCCC3)nc3c(c(=O)c4ccccc4n3C)c2=O)cc1,0,7,-31,-4,·,-1.4,9,2,-5,2
COc1ccc(C(=O)Nc2cnc(NC(=O)c3cccs3)cc2C)cc1,2,1,-4,-2,-5,-0.2,-8,-3,0,-2
Cc1ccc(C(=O)Oc2cccc(NC(=O)c3ccccc3)c2)cc1C,-3,1,-61,1,-64,-0.8,5,-6,-46,3
CN(C)Cc1nc2c([nH]1)c(=O)n(C)c(=O)n2C,2,2,2,-2,1,-0.1,-3,-2,2,0
Cc1ccc(C2=N/C(=C\c3cccs3)C(=O)N2Nc2ccccc2)cc1,-3,7,-6,-3,-56,0.8,-1,2,-14,-2
Cc1ccn2c(c1)nc(=O)c1cc(S(=O)(=O)N3CCC(C)CC3)ccc12,0,1,-1,-3,-2,-0.8,0,5,0,5
COc1cc(S(=O)(=O)Nc2c(C)cc(C)cc2C)ccc1Cl,2,0,-4,-4,-6,-1.3,2,2,6,5
CC(C)c1c(C(=O)N/N=C/c2ccccc2OCc2c(F)cccc2Cl)nnn1-c1nonc1N,-3,3,5,0,-5,0.7,5,-1,7,18
COc1ccc(/C=C/C(=O)N(C)C2(C)CCS(=O)(=O)C2)cc1 (configuration not stated),1,-4,6,1,4,-0.2,-7,3,3,-9
CSc1ccc(CN(C)C(C)C(=O)Nc2ccc(F)c(F)c2F)cc1 (configuration not stated),-1,-4,-3,-2,-13,0.9,-5,-2,2,-3
O=C(Cc1ccccc1F)NC1CCCc2ccccc21 (configuration not stated),1,-1,-1,0,2,0.7,10,-4,-1,-6
O=C(NCCCNc1ccc(C(F)(F)F)cc1[N+](=O)[O-])c1ccc(Cl)cc1,4,2,-4,-2,-43,0.9,-1,-1,-3,-5
Cc1ccc(C)c(NC(=S)N2CCN(c3cccc(C(F)(F)F)c3)CC2)c1,-2,-3,-3,0,-3,-3.4,4,2,-5,-2
CN(Cc1ccccc1)C(=O)c1c[nH]c2ccc(S(=O)(=O)N3CCOCC3)cc2c1=O,-2,-1,0,1,8,1.6,0,-2,3,-2
O=C(NC1CCCC1)c1ccc(Br)s1,0,0,-2,2,2,-1.1,5,2,0,4
Cn1c(C(=O)NCCN2CCN(Cc3ccccc3)CC2)cc2c(=O)n(C)c3ccccc3c21,-1,0,1,-2,-2,0.9,0,6,1,-3

# Screening data as filed in PubChem BioAssay.
